Screens from PubChem BioAssay.
ARNT TACC3 PPI: disruptors of ARNT/TACC3 protein interaction, primary screen, biochemical, AlphaScreen, single concentration; inhibition, % at 9.99 µM; Transforming acidic coiled-coil-containing protein 3 (Homo sapiens), Q9Y6A5; actives 0.66% (n = 390,000); AlphaScreen His-ARNT PAS-B/GST-TACC3 binding, luminescence; TACC3 fragment carries E629A point mutation;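 active means mean inhibition of replicates at least 50% and at least half of replicates each reaching 50%; inconclusive means half or more replicates reach 50% but mean below 50%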;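 further: 0% = complete ARNT plus TACC3 wells and 100% = ARNT alone without TACC3; many hits fall short of the cut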
SIRT5 inh: SIRT5 desuccinylase inhibitors, primary screen, biochemical, fluorescence imaging, single point, set 5. Purified SirT5, succinyl-peptide AMC, trypsin-coupled fluorescence. NAD-dependent protein deacylase sirtuin-5, mitochondrial (Homo sapiens), Q9NXA8. inhibition, % at 15 µM. actives 1.1% (n = 330,000); in the data active means inhibition above about 15%; inconclusive means no clear call, values can overlap the other calls
Target sequence (Q9NXA8 whole entry, looked up): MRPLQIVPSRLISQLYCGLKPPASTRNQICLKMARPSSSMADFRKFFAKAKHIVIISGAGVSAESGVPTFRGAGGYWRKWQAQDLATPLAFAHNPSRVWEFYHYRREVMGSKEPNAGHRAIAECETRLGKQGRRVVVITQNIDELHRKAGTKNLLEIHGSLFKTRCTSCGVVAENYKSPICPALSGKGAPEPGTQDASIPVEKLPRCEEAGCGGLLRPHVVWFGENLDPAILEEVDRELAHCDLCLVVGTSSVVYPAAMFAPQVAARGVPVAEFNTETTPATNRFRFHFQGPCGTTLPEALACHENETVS
EWS-Fli inh: EWS/Fli-driven NR0B1 reporter inhibitors, primary screen, A673 cells, NR0B1 luciferase, luminescence, MLPCN library; viability-normalised; inhibition, % at 12.6 µM; actives 0.67% (n = 350,000); AID 651661, 2012;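 active means mean inhibition of at least 50% after viability correction, with every replicate also passing that limit; inconclusive means mean reaches 50% but only one of two replicates passes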;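 further: firefly luciferase signal divided by Alamar Blue viability fluorescence both relative to DMSO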
DENV2 CPE rescue: inhibitors of DENV2 cytopathic effect, primary screen, cell-based, plate reader, single concentration | DENV2-infected cells, cytopathic effect rescue | CPE inhibition, % at 9.99 µM | actives 1.7% (n = 350,000) | AID 651640, 2012; in the data active means CPE inhibition above about 20%, passing the limit was not always enough; inconclusive means no clear call, values can overlap the other calls; tested in BHK-21 cells;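 further: 0% = median of neutral control wells and 100% = median of positive control wells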
PAX8 inh HTS: inhibitors of PAX8-driven TPO luciferase reporter, primary screen, RMG-I cells, single concentration; actives 1.2% (n = 360,000); inhibition, % at 12.6 µM; SteadyGlo, 24 h;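 active means mean replicate inhibition at least 60% with every replicate also reaching 60%; inconclusive means only one of the two criteria is met; inactive means mean below 60% and not all replicates reaching 60%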;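 further: luciferase light reporting Pax8 driven TPO promoter activity; plate controls were median of neutral control wells for no effect and mitoxantrone controls for full effect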
LGR2 inh: inhibitors of bursicon-induced LGR2 CRE-luciferase signal, primary screen, cell-based, HEK293, CRE-luciferase reporter, bursicon stimulation. inhibition, % at 9.99 µM. actives 0.35% (n = 380,000). bursicon-stimulated, 4 h. Drosophila bursicon receptor LGR2 (rickets);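 active means drop in luminescence signal, shown as inhibition above about 50% in the replicate tests, limit read from the data, passing the limit was not always enough; inconclusive means probably only some replicates passing the limit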;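 further: agonist challenge used bursicon conditioned medium at about half maximal strength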
Casp6 inh: human caspase-6 inhibitors, primary screen, biochemical, VEID-R110 fluorescence, single point, set 2. actives 0.53% (n = 350,000). inhibition, % at 12.5 µM. purified caspase-6, Z-VEID-R110 cleavage fluorescence. AID 686996, 2013. P55212;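 active means mean inhibition across replicates at least about 35%, with every replicate also reaching that limit, limit read from the data; inconclusive means only one of the two criteria met; inactive means neither criterion met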;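 further: 0% = median of neutral control wells and 100% = no fluorescence left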
Target sequence (P55212 24-179 limits assumed): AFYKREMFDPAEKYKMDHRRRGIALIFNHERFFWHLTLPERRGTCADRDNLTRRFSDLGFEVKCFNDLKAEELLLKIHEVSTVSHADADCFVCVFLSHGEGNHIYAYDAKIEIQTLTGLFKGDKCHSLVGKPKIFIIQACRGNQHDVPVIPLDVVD
Target sequence (P55212 194-293 limits assumed): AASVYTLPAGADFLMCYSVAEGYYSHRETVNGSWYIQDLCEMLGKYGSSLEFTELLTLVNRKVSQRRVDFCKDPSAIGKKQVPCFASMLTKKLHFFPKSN
Active calls of the source: *; ? = inconclusive; / = not tested or not shown; & = joins results of further samples.

SMILES	ARNT TACC3 PPI	SIRT5 inh	EWS-Fli inh	DENV2 CPE rescue	PAX8 inh HTS	LGR2 inh	Casp6 inh
CSc1sc(C(=O)NCC2CC2)c2c1S(=O)(=O)N(C)c1ccccc1-2	-4	-2	-6	6	-13	4	-2
COc1ccc2c3c(n(C)c2c1)[C@H](CO)NCC31CCN(S(=O)(=O)c2cccc(F)c2)CC1	/	/	5	15	/	-10	/
CC(C)c1ccc(OCC(=O)N(Cc2ccco2)C2CCS(=O)(=O)C2)cc1 (centres undefined)	-6	9	-8	?	4	3	0
C[C@@H]1CN([C@@H](C)CO)C(=O)c2cc(/C=C/c3ccccc3)cnc2O[C@H]1CN(C)S(=O)(=O)c1cccs1	17	3	21	-1	/	10	-6
C/C=C/c1ccc2c(c1)O[C@H](CN(C)C)[C@H](C)CN([C@@H](C)CO)S2(=O)=O	-2	2	-7	3	/	-26	-2
CCN(CC)CCCCCOc1ccccc1OC	8	10	4	1	/	2	0
Cn1c(=NC(=O)c2ccccc2[N+](=O)[O-])sc2cccc(F)c21	3	2	-80	0	-179	-79	-1
COCCn1c(C)cc(/C=C2/SC(=O)N(C(C)C(=O)OC)C2=O)c1C (centres undefined)	-4	1	-51	-3	-122	-61	0
Cc1cc2n(n1)C(c1ccccc1Cl)Nc1ccccc1-2 (centres undefined)	5	0	/	/	/	11	3
O=C(Nc1cccc(F)c1)N1CCCCN2[C@H](CO)[C@@H](c3ccc(C#CC4CC4)cc3)[C@@H]2C1	6	/	6	/	?	18	/
C[C@@H]1CCCCO[C@@H](CN(C)C(=O)Nc2ccc(F)cc2)[C@@H](C)CN([C@H](C)CO)C(=O)c2cc(NC(=O)NC3CCCCC3)ccc2O1	-5	-5	-3	-6	-8	-14	-5
COc1ccc(-c2noc(C3CCCN(C(=O)Nc4ccccc4F)C3)n2)cc1 (centres undefined)	-4	-9	-41	-6	-108	-27	2
O=C(Cc1ccccc1)Nc1ccc(N2CCCCC2)cc1	39	0	-54	1	-152	-134	-3
C=CCOC(=O)C1=C(C)OC(N)=C(C#N)C1c1ccc(OC)c(CSc2ccccn2)c1 (centres undefined)	5	-1	-4	0	2	6	6
CCCN1[C@H](C(=O)NCc2cccc(OC)c2)[C@@H](CO)[C@@H]2Cn3c(ccc(C4=CCCC4)c3=O)[C@@H]21	4	-1	3	9	/	-9	0

Part of the list above in order of heavy-atom count, low to high:
SMILES	ARNT TACC3 PPI	SIRT5 inh	EWS-Fli inh	DENV2 CPE rescue	PAX8 inh HTS	LGR2 inh	Casp6 inh
CSc1sc(C(=O)NCC2CC2)c2c1S(=O)(=O)N(C)c1ccccc1-2	-4	-2	-6	6	-13	4	-2
CCCN1[C@H](C(=O)NCc2cccc(OC)c2)[C@@H](CO)[C@@H]2Cn3c(ccc(C4=CCCC4)c3=O)[C@@H]21	4	-1	3	9	/	-9	0
C[C@@H]1CN([C@@H](C)CO)C(=O)c2cc(/C=C/c3ccccc3)cnc2O[C@H]1CN(C)S(=O)(=O)c1cccs1	17	3	21	-1	/	10	-6

Next compounds follow:
SMILES	ARNT TACC3 PPI	SIRT5 inh	EWS-Fli inh	DENV2 CPE rescue	PAX8 inh HTS	LGR2 inh	Casp6 inh
CCCCNS(=O)(=O)c1ccc(NC(=O)Cc2ccccc2[N+](=O)[O-])cc1	2	-4	21	-12	5	1	1
Cc1noc(C)c1S(=O)(=O)Nc1ccc2c(c1)C(=O)N([C@H](C)CO)C[C@@H](C)[C@@H](CN(C)Cc1ccc(Cl)c(Cl)c1)O2	4	3	1	-6	/	-7	0
O=C(Nc1ccccn1)c1cccc(S(=O)(=O)N2CCc3ccccc3C2)c1	11	-30	-6	3	-3	-21	3
COCCN(C(=O)CSc1nnc(C)n1Cc1ccccc1)c1c(N)n(CC(C)C)c(=O)[nH]c1=O	27	-2	-9	-6	-4	-7	1
C[C@@H](NC(=O)C[C@H]1CC[C@@H]2[C@H](COc3ccc(NS(=O)(=O)c4ccc(Cl)cc4)cc3C(=O)N2C)O1)c1ccccc1	-5	0	2	2	-6	4	-2
CC(=O)N(C)C[C@H]1Oc2cc(-c3ccc(C)cc3)ccc2S(=O)(=O)N([C@H](C)CO)C[C@H]1C	5	5	-5	-3	/	-12	-2
CC(=O)c1cn(C)c(=O)[nH]c1=O	-2	11	-4	-2	11	-21	1
CC(C)NC(=O)N(C)C[C@@H]1Oc2ncc(C#Cc3ccc(F)cc3)cc2C(=O)N([C@@H](C)CO)C[C@@H]1C	-10	-3	-23	6	/	23	-1
COc1ccc(OC)c(-c2cc(C(=O)N/N=C/c3cc(OC)c(OC)cc3OC)c3ccccc3n2)c1	-4	-4	-1	?	-5	-5	0
C[C@H](CO)N1C[C@H](C)[C@@H](CN(C)C(=O)c2ccccc2)Oc2ncc(/C=C/c3ccccc3)cc2C1=O	2	-10	12	11	/	-11	1
C[C@@H]1CN([C@H](C)CO)C(=O)CCCn2nncc2CO[C@H]1CN(C)Cc1ccc2cccnc2c1	4	-4&-2	2&1	-3&6	-3&7	17	0&-3
O=C(NCCS(=O)(=O)N1CCCCCC1)c1ccc(F)cc1	0	-5	-2	2	5	-2	-3
COc1ccc(/C=C/C(=O)N[C@H](C(=O)O)C(C)C)cc1	1	/	3	5	-5	0	-4
O=C(C[C@@H]1C=C[C@@H](NC(=O)Nc2cc(F)ccc2F)[C@@H](CO)O1)NCc1ccncn1	2	5	-21	10	-10	15	1
Cc1noc(C)c1NC(=O)NCC[C@H]1CC[C@@H](NC(=O)Nc2cccc(Cl)c2)[C@@H](CO)O1	-32	-1	-4	-5	1	12	-2
CC[C@H]1OC(=O)[C@H](C)[C@@H](O[C@H]2C[C@@](C)(OC)[C@@H](O)[C@H](C)O2)[C@H](C)[C@@H](O[C@@H]2O[C@H](C)C[C@H](N(C)C)[C@H]2O)[C@](C)(OC)C[C@@H](C)C(=O)[C@H](C)[C@@H](O)[C@]1(C)O	-4	-1	-10	5	-20	9	-1
COc1ccc(OC)c(N(CCN2C(=O)c3ccccc3C2=O)C(=O)C2CCC(=O)C2C)c1 (centres undefined)	/	0	0	2	-13	-2	1
CCCNC(=O)C(=O)N/N=C/c1cccs1	-21	/	-34	16	22	-13	-2
S=c1[nH]nc(COc2ccccc2)n1Cc1ccccc1	-10	-1	8	-14	13	7	7
CCc1nc2ccccc2c(C(=O)OCC(=O)NC(=O)c2cccn2C)c1C	-7	9	1	/	9	10	2
C[C@H](CO)N1C[C@H](C)[C@H](CN(C)S(=O)(=O)c2ccc(-c3ccccc3)cc2)OCc2cn(nn2)CCCC1=O	13	-1	5	16	-6	19	1
CN1C(=O)c2cc(NC(=O)c3cccc(F)c3)ccc2OC[C@H]2O[C@@H](CC(=O)NCc3ccccc3Cl)CC[C@@H]21	11	7	1	-17	18	11	-3
C/C=C/c1ccc([C@H]2[C@@H](CO)N(CCC(F)(F)F)C23CN(C(=O)COC)C3)cc1	/	-2	2	-7	-3	-7	1
CC(C(=O)O)N1c2cccc3cccc(c23)S1(=O)=O (centres undefined)	-2	-5	11	-4	-8	-8	13
Cn1ccc2c(N(Cc3ccccc3)Cc3ccccc3)cc3c(c21)C1CCC3O1 (centres undefined)	/	2	-2	12	34	17	4
Cc1csc2c(N3CCN(C(=O)Nc4ccccc4)CC3)ncnc12	3	-3	-3	-8	30	-8	-4
COc1cccc(C(=O)NC(C)c2cccc3ccccc23)c1OC (centres undefined)	/	-2	-5	9	3	0	-1
CCOC(=O)[C@]12CCC=C1N(Cc1ccccc1)C(=O)[C@H](CC(=O)NCc1cccc(C(F)(F)F)c1)C2	/	-2	5	-1	13	17	0
CCCn1c(C)cc(C(=O)COC(=O)c2ccc[nH]c2=O)c1C	1	/	/	/	-15	56*	/
CCCCCSc1nnc2c(n1)OC(C)N(C(C)=O)c1ccccc1-2 (centres undefined)	-1	-3	0	4	16	7	0
CCS(=O)(=O)Nc1ccc2c(c1)C(=O)N(C)C[C@@H](OC)[C@@H](C)CN(CC1CCCC1)[C@@H](C)CO2	-8	/	-10	/	-6	4	/
O=C(Nc1ccc(NC(=S)NC(=O)c2ccccc2F)cc1)c1cccs1	-3	0	-10	4	16	10	0
Nc1nc(N2CCCCC2)nc(N(c2ccccc2)c2ccccc2)n1	-5	/	-1	-3	8	14	-3
C[C@H](CO)N1C[C@H](C)[C@@H](CN(C)C(=O)Nc2ccc(F)cc2)Oc2ccc(NC(=O)C3CC3)cc2C1=O	0	-1	/	7	-6	-4	-1
O=C(/C=C/c1ccccc1)N/C(=C/c1ccccc1)C(=O)NCCCO	-30	1	-1	6	-34	-8	1
C[C@H]1CN([C@@H](C)CO)S(=O)(=O)c2ccc(C#CC3(O)CCCC3)cc2O[C@@H]1CN(C)CC1CC1	-1	5	6	3	/	-2	-1
O=C(CCC(=O)N1CCCCC1)Nc1nnc(C2CCCCC2)s1	-3	9	/	-4	2	2	-1
COc1cccc(CN2[C@@H](CO)[C@@H](c3ccccc3)C23CN(C(=O)C2CCCC2)C3)c1	/	-3	4	-5	/	22	1
N#C[C@H]1[C@@H](c2ccc(-c3ccc(F)cc3)cc2)[C@H](CO)N1c1nc(-c2ccccc2)cs1	-11	1	7	10	-22	8	0
O=C(Nc1nc2cc3c(cc2s1)OCO3)c1ccc(N2C(=O)CCC2=O)cc1	-3	-2	-11	-2	10	11	-6
Cc1c(Cl)cccc1NC(=S)N(CCN(C)C)C(C)c1ccco1 (centres undefined)	0	0	11	-5	2	7	1
Cc1cccc(NC(=O)CC2c3ccccc3Oc3ccccc32)c1	/	-1	13	0	10	-12	-1
Cc1ccc(NC(=S)NCCc2c[nH]c3ccccc23)c(C)c1	4	4	18	11	7	4	1
CC(C)(O)C#Cc1ccc(C(=O)NCCC(=O)O)s1	-8	4	-21	/	3	2	2
O=C1C2C(C(=O)N1/N=C/c1cc([N+](=O)[O-])c(O)cc1O)C1C=CC2C12CC2 (centres undefined)	/	6	-7	1	10	6	76*
O=[N+]([O-])c1ccc(CSc2nnc(SCc3ccc(Cl)cc3)s2)cc1	-6	-3	-10	-6	-7	-14	5
COc1ccc(NC(=O)C2CCN(S(=O)(=O)c3cccc4nonc34)CC2)cc1	-8	-2	-2	-4	-4	5	-5
Cc1noc(C)c1NC(=O)N(C)C[C@@H]1Oc2ncc(Br)cc2C(=O)N([C@@H](C)CO)C[C@@H]1C	-4	0&1	-8&-8	7&2	-18	-5&3	0&-5
O=C(O)CNC(=O)/C(=C/c1cccc([N+](=O)[O-])c1)NC(=O)c1ccco1	-2	1	-6	-12	15	-8	0
Cc1cnc(N2C(=O)c3ccc([N+](=O)[O-])cc3C2=O)s1	3	-2	-1	-3	-9	-5	-1
Cn1c(CO)cnc1S(=O)(=O)Cc1ccc(Cl)cc1	-3	-2	-4	-8	-9	-14	0
CCn1nc(C)c(CNC(=O)Nc2ccccc2C(=O)OC)c1C	-5	-1	-12	-6	7	9	2
Cc1noc(C)c1S(=O)(=O)N(C)C[C@H]1Oc2ccc(NC(=O)NC3CCCCC3)cc2CC(=O)N([C@@H](C)CO)C[C@H]1C	16	0	4	-7	-19	-16	-1
COC(=O)c1ccc(NC(=O)C2CC(=O)OC2c2ccccc2)cc1 (centres undefined)	-7	-4	5	-2	-3	-3	0
CCN(CC)S(=O)(=O)c1ccc(N2CCOCC2)c(NC(=O)c2ccc(N3CCCC3=O)cc2)c1	1	0	14	4	16	9	-2
C[C@@H]1CN([C@@H](C)CO)S(=O)(=O)c2ccc(C3=CCCCC3)cc2O[C@@H]1CN(C)C(=O)CN(C)C	4	11	10	11	/	9	1
O=C1NC(=Nc2ccccc2)S/C1=C\c1ccccc1	0	3	-46	1	-16	-65	0

Rows are unselected. Share with any hit: about 4.9%.
